# Mcl1-Noxa inh: Mcl-1/Noxa interaction inhibition; Q07820; TR-FRET Mcl-1/Noxa peptide binding, 2 h; inhibition, % at 21.7 µM; 220,000 tested, 1.5% active;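 active = compounds that cut the protein-peptide binding signal by more than 50% relative to plate controls in a single-dose test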;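 also: His-tagged Mcl-1 with rhodamine Noxa BH3 peptide and terbium anti-His antibody; 0% = Mcl-1 plus Noxa peptide wells and 100% = peptide-only wells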
# Target sequence (Q07820 whole entry, looked up): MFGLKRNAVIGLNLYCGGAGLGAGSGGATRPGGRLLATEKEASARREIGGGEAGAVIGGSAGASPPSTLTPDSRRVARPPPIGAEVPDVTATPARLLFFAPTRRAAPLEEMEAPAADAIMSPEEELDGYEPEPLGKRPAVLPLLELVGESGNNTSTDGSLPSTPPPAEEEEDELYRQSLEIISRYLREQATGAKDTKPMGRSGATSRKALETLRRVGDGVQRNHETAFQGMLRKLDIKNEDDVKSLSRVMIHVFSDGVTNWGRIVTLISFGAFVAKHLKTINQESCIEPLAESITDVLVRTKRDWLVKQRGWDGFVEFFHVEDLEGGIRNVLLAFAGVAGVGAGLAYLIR
# Mcl1 Bid PPI: Mcl-1/Bid interaction inhibition; Q07820; TR-FRET Mcl-1/Bid-Dy647 peptide binding, 1536-well; 220,000 tested, 0.97% active; AID 1021; inhibition, % at 21.7 µM;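 active = compounds that cut the binding signal by more than half at the single screening dose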;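 also: His-tagged Mcl-1 with europium anti-His antibody binding Bid BH3 peptide; 0% = Mcl-1 plus peptide wells and 100% = peptide-only wells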
# Bim-Bcl-B: disrupts Bim peptide binding to human Bcl-B; bead-based flow cytometry; inhibition, % at 10 µM; 190,000 tested, 0.073% active;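 also: 0% = tracer peptide without compound and 100% = reference inhibitor peptide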
# Target sequence (Q9HD36 whole entry, looked up): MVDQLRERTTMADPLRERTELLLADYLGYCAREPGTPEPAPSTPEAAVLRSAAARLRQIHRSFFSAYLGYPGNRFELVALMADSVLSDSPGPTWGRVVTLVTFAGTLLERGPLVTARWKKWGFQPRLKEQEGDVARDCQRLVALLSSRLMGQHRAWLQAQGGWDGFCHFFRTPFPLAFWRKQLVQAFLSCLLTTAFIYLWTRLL
# Bim-Bfl-1: human Bim-Bfl-1 interaction inhibition | Bead-based flow cytometry, Bim-Bfl-1 binding inhibition | inhibition, % at 10 µM | 190,000 tested, 0.12% active;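 also: 0% = wells without compound plus tracer and 100% = blocker peptide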
# RGS7-Gao reg: regulators of human RGS7-Galphao interaction; 220,000 tested, 0.35% active; AID 1439; Multiplexed bead flow cytometry, RGS7-Galphao binding; actives lie on both sides; binding response (% of control), % at 10 µM; P09471; in the data active = binding response below about 49% or above about 150%; inconclusive = no clear call, values can overlap the other calls; inactive = in between;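 also: fluorescent Galphao held in activated GDP-AlF4 state binding bead-coupled RGS7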
# RGS4-Gao reg: human RGS4-Galphao interaction regulation. Multiplexed bead flow cytometry, RGS4-Galphao binding; actives lie on both sides. 220,000 tested, 0.33% active. AID 1415. binding response (% of control), % at 10 µM. P09471; in the data active = binding response below about 49% or above about 150%; inactive = in between;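 also: fluorescent Galphao activated with aluminum fluoride binding bead-coupled RGS4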
# Bcl-W Bim block: human Bim-Bcl-W interaction inhibition; bead-based flow cytometry, Bim peptide-Bcl-W binding; inhibition, % at 10 µM; 190,000 tested, 0.02% active; AID 952;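 also: 0% = bound tracer without compound and 100% = peptide blocker; higher means less fluorescent Bim peptide bound to Bcl-W beads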
# Bim-Bcl-XL: disrupts Bim peptide binding to human Bcl-XL; Q07817; bead flow cytometry, fluorescence; inhibition, % at 10 µM; 190,000 tested, 0.04% active; AID 1007
# Target sequence (Q07817 whole entry, looked up): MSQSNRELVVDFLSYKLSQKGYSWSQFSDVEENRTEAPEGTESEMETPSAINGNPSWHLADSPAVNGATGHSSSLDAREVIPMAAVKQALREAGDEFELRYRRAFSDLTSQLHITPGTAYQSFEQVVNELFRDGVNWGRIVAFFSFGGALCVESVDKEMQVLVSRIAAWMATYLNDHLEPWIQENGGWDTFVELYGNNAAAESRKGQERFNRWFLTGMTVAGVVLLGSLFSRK
# RGS8-Gao reg: human RGS8-Galphao interaction regulation | multiplexed bead flow cytometry, RGS8-Galphao binding; actives lie on both sides | response (percent of control binding), % at 10 µM | 220,000 tested, 0.34% active | AID 1423; in the data active = response below about 60% or above about 140%; inactive = in between;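 also: Galphao activated as the GDP aluminium fluoride complex binding bead-coupled RGS8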
# Mcl-1 Bim block: human Bim-Mcl-1 interaction inhibition; Q07820; Bead-based flow cytometry, Bim peptide-Mcl-1 binding; inhibition, % at 10 µM; 190,000 tested, 0.1% active;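 also: 0% = no compound tracer wells and 100% = peptide blocker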
# Bcl-2 Bim block: human Bim-Bcl-2 interaction inhibition | P10415 | AID 950 | Bead-based flow cytometry, Bim peptide-Bcl-2 binding | inhibition, % at 10 µM | 190,000 tested, 0.06% active; in the data active = inhibition above about 40%; inconclusive = no clear call, values can overlap the other calls;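 also: 0% = no compound wells with probe peptide and 100% = reference peptide inhibitor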
# Target sequence (P10415 whole entry, looked up): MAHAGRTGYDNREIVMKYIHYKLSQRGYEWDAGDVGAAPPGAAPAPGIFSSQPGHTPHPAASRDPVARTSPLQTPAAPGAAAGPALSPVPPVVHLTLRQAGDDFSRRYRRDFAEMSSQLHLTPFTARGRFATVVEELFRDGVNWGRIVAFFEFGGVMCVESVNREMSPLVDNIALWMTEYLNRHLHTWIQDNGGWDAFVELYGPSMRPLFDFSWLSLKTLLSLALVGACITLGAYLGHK
# * = called active by the depositor; ? = inconclusive; / = not tested or not shown. Rule as the data show it, unless noted: active = inhibition above about 40%.
SMILES,Mcl1-Noxa inh,Mcl1 Bid PPI,Bim-Bcl-B,Bim-Bfl-1,RGS7-Gao reg,RGS4-Gao reg,Bcl-W Bim block,Bim-Bcl-XL,RGS8-Gao reg,Mcl-1 Bim block,Bcl-2 Bim block
CCS(=O)(=O)N1CCN(c2ccccn2)CC1,33,-52,-4,6,89,83,1,0,92,0,3
Cc1ccc(NC(=O)CSc2ncnc3ccccc23)cc1S(=O)(=O)N1CCCCCC1,-38,-27,-5,-4,99,103,-6,-8,103,-5,-3
CC(C)(C)NC(=O)C(c1ccncc1)N(CC1CCCO1)C(=O)Cn1nnc(-c2ccc(F)cc2)n1 (centres undefined),-7,-18,3,1,103,100,0,1,100,4,3
COc1ccccc1S(=O)(=O)Cc1ccc(C(=O)N2CCN(c3cccc(Cl)c3)CC2)o1,21,-9,-3,1,103,102,0,-14,98,1,-5
O=C(COC(=O)/C=C/c1cccc(Cl)c1)Nc1ccccc1-c1ccccc1,3,3,-10,-1,93,95,-6,-6,100,-6,0
CCCNC(=O)c1ccc(CN2CCc3ccccc3C2)cc1,-1,-13,-7,-2,22*,16*,-5,-4,34*,-5,-3
COCCn1c(SCC(=O)Nc2ccccc2OC)nc2ccccc21,-8,-22,-4,-6,99,98,-1,-4,101,0,-2
FC(F)(F)c1nnc2ccc(N3CCCC3)nn12,16,-8,-4,-13,104,103,0,-7,102,-2,-4
CCOC(=O)COc1ccc(S(=O)(=O)N2CCN(c3ccc(OC)cc3)CC2)cc1,31,-32,-5,0,98,99,2,0,101,-4,0
CCOc1cccc(-c2nn3c(-c4cc(C)[nH]n4)nnc3s2)c1,6,-3,4,-10,101,105,8,-16,102,4,-1
O=C(Nc1cccc(F)c1)c1c(O)c2cccc3c2n(c1=O)CCC3,-16,4,-4,1,99,99,-1,-2,94,-4,-3
COc1cccc(C(=O)N/N=C/C(Br)=C/c2ccccc2)c1,-10,-30,-21,-9,94,101,-11,-13,98,-7,-2
Cn1c(SCC(=O)N2CCN(c3ccccc3)CC2)nnc1-c1cc2ccccc2o1,9,-32,-6,-11,100,98,1,0,99,-6,-7
CC1=CCC2C(=O)N(c3cccc(C(=O)N(C)C4CCCCC4)c3)C(=O)C2C1 (centres undefined),-11,3,-7,-18,100,100,-1,-13,102,0,-11
CCN(CC)c1ccc(/C=N/NC(=S)NCc2ccccc2)cc1,14,-70,0,-2,100,99,-6,-1,95,0,-4
CN1C(=O)c2ccccc2N(C)C1c1cccs1 (centres undefined),-16,-17,-5,-10,96,96,-5,-2,98,-1,-10
COc1cccc(C(=O)NCC2(c3ccccc3)CCCC2)c1,12,-22,-1,-5,95,97,-2,-4,97,2,-6
O=C(CNC(=O)c1ccccc1F)NCCOc1cccc(Cl)c1Cl,16,-20,-1,4,100,98,-4,-3,98,-3,0
N#Cc1c(SCC(N)=O)nc2c(c1-c1ccc(O)cc1)CCCC2,10,-2,-5,-1,101,104,0,-5,102,0,-3
C=C1CC2C3CC[C@@]4(OCOC45COCO5)[C@@]3(C)C(O)CC2[C@@]2(C)CCC(=O)C=C12 (some centres undefined),7,-13,-3,-1,101,90,-1,-2,94,-1,0
NC(=O)CN1N=C(c2cc(Cl)sc2Cl)CSC1=O,14,-12,-4,-2,100,102,-6,-7,99,-1,-13
COCCn1c(SCC(=O)c2ccc(F)cc2)nnc1C(C)C,25,-1,-5,-7,103,100,-2,-5,102,-1,-7
CC(C)OC(=O)CC(=O)CSc1nc2c(cc1C#N)CCCCC2,17,-3,-6,-11,103,104,5,9,99,3,-3
O=C(/C=C/c1ccccc1)NC(=S)NNC(=O)c1cnccn1,-139,-106,/,/,?,96,/,/,94,/,/
COc1ccc(N2C(=O)C(CC(N)=O)N(NC(=O)CCc3ccccc3)C2=O)cc1 (centres undefined),-6,-62,-4,-7,106,102,2,-4,102,0,0
O=C(NC1CCCC1)C1CCC(=O)N1C1CCCCC1 (centres undefined),0,-37,2,-3,96,97,0,3,98,2,-1
Cc1cc(NC(=O)COC(=O)CCCOc2ccc(Cl)cc2C)no1,-10,-18,-5,-10,102,102,3,-3,101,-2,-4
CCOC(=O)Cn1c(S(=O)(=O)Cc2cccc(F)c2)nc(-c2ccccc2)c1-c1ccccc1,-5,10,-4,-10,105,102,-1,-2,102,-1,-6
Cc1c2cnn(CC(=O)Nc3cccc(C(F)(F)F)c3)c(=O)c2c(C)n1Cc1ccccc1F,-4,-12,-4,0,102,103,-4,-3,103,-3,0
Cc1ccc(C)c(-n2c(SCC(=O)NCC3CCCO3)nnc2-c2ccoc2C)c1 (centres undefined),22,6,-3,5,93,98,-7,-3,99,-4,0
Cc1nn(-c2ccccc2Cl)c(Cl)c1/C=N/Nc1nc2ccccc2s1,14,-29,-5,1,104,101,-3,-8,102,-5,0
COc1ccc(CCN2CNc3c(c(=O)n(C)c(=O)n3C)C2)cc1,1,-28,-8,-10,100,105,2,-10,98,0,-8
CC(NC(=O)c1ccc(OC2CCN(Cc3ccccn3)CC2)cc1)c1ccccc1 (centres undefined),7,-17,-5,-3,96,96,0,-3,99,-4,-1
CCN(CC)C(=O)C1CCCN(C/C(C)=C/c2ccccc2)C1 (centres undefined),13,42,-8,-16,97,100,1,-4,100,0,-10
COc1ccccc1N1C(=O)C(Cl)=C(Nc2ccccc2O)C1=O,76*,5,0,12,102,106,8,5,101,2,5
CC(=O)Nc1ccc(Cc2nc3c([nH]2)c(=O)n(C)c(=O)n3C)cc1,-2,-12,/,/,?,-0.7*,/,/,20*,/,/
CCOC(=O)c1sc(=S)n(CC)c1NC(=O)c1ccccc1,9,-66,/,/,?,95,/,/,99,/,/
O=C(O)COc1ccc(=O)n(-c2ccccc2)n1,15,12,-1,-3,104,103,0,-1,102,-4,0
O=C(O)Cc1coc2cc3c(cc12)CCC3,5,-8,-5,3,101,100,0,-2,102,1,-1
Cc1ccc(C(C(=O)NCc2ccco2)N(Cc2ccco2)C(=O)CNC(=O)c2ccco2)cc1 (centres undefined),12,-31,-8,-20,96,103,-2,-9,100,-5,-12
Cn1c(-c2sc(=S)n(-c3ccccc3)c2N)nc2ccccc21,-1,-8,0,1,95,91,0,-1,93,-1,0
COn1c(-c2ccc(Cl)cc2Cl)nc2ncccc21,10,0,2,0,101,98,1,1,93,1,2
CC(C)(C)N(NC(=O)OCc1ccccc1)C(=O)c1ccccc1Cl,10,-14,-7,-11,95,95,-2,-7,99,-2,-5
CC(=O)c1ccc(NC(=S)Nc2ccc(N3CCOCC3)cc2)cc1,17,-38,-5,0,?,101,-1,-4,99,-2,0
Cc1nc2nc(SCC(=O)c3ccccc3)[nH]c2cc1Br,-199,20,/,/,?,98,/,/,96,/,/
Cn1ncc(N=Cc2ccccc2O)c1C(=O)N1CCOCC1,-4,-19,-7,-12,101,100,-1,-8,98,0,-7
O=C(NCCc1csc(-c2ccccc2)n1)c1c(F)cccc1F,8,-12,-2,-7,102,104,0,0,103,0,-3
Cc1ccc(OCCCC(=O)Nc2nccs2)cc1,4,-6,-12,-16,108,109,-2,-6,112,-4,-9
Cc1ccc(CSc2nc3ccccc3c(=O)n2CCCC(=O)NCc2ccco2)cc1,2,3,-2,2,99,99,-2,-1,100,2,-3
COC(=O)CC1C(=O)NCCN1C(=O)CSc1nc2ccccc2c(=O)n1CC(C)C (centres undefined),-5,-27,-6,-5,?,98,0,0,98,0,-3
Cc1cc(C)n(-c2nc(SCC(=O)O)c3c4c(sc3n2)CCCC4)n1,2,2,/,/,?,108,/,/,102,/,/
O=C(O)c1cc(N/N=C2/CC(c3ccccc3)Oc3ccccc32)ccc1Cl (centres undefined),36,-66,2,-1,101,98,1,1,103,1,-1
COc1ccc(-c2cnn3c(N)c(S(=O)(=O)C(C)(C)C)cnc23)cc1,-1,-20,-11,-7,100,99,3,-3,103,-5,-9
Nc1nc(NC(=O)c2ccco2)nn1-c1ccccc1,24,4,0,0,102,100,0,-2,98,-8,-23
CSc1nc(C)cc(Oc2ccc(=O)[nH]n2)n1,-4,-24,-3,-4,?,105,-2,0,100,0,-2
Cn1c(=NC(=O)C2CCCCC2)sc2cc([N+](=O)[O-])ccc21,2,10,7,3,101,103,1,8,103,24,5
O=C(NCc1ccccc1)c1csc2c1CCCC2,3,-10,-3,-2,96,99,1,1,98,-1,0
CCC1(C)CC(CCNS(=O)(=O)c2ccc(C)cc2)(c2ccc(C)cc2)CCO1 (centres undefined),-11,1,-4,-5,100,100,1,-4,101,-2,0
O=C(NCc1ccc2c(c1)OCO2)c1ccc(Br)s1,-7,-17,/,/,?,95,/,/,98,/,/
CS(=O)(=O)NCCCNc1ccc(C(F)(F)F)cc1[N+](=O)[O-],26,-26,/,/,?,107,/,/,105,/,/
# Following part:
SMILES,Mcl1-Noxa inh,Mcl1 Bid PPI,Bim-Bcl-B,Bim-Bfl-1,RGS7-Gao reg,RGS4-Gao reg,Bcl-W Bim block,Bim-Bcl-XL,RGS8-Gao reg,Mcl-1 Bim block,Bcl-2 Bim block
CCN(c1ccc(NC(=O)c2ccc(Cl)nc2)cc1)C(C)C,79*,-61,-9,0,?,101,1,0,102,0,-4
CCC(C)(C)NC(=O)C(c1ccccn1)N(C(=O)c1csnn1)c1ccc(C)cc1 (centres undefined),27,-28,-4,-3,101,102,-1,-3,102,0,-6
COCCCN(CC(=O)O)S(=O)(=O)c1cccc(Cl)c1,13,-13,-13,-13,?,99,-9,-7,97,-13,-12
COc1ccc(OCC(=O)N2CC3(C)CC2CC(C)(C)C3)cc1 (centres undefined),5,-15,-6,-8,99,102,-3,0,100,0,-4
COc1ccc(C(=O)Nc2ccc(OCc3ccccc3)cc2)cc1[N+](=O)[O-],-2,-20,0,-1,94,95,-2,0,94,0,0
Cc1nn(Cc2c(F)cccc2Cl)c(C)c1NC(=O)C1CC1,5,-49,-6,-1,100,102,-3,-8,101,-4,-6
O=C(CC1SCCNC1=O)Nc1ccc(Cl)cc1 (centres undefined),18,-25,-5,-7,99,102,-1,0,108,0,-7
Cc1cc(Cl)c(S(=O)(=O)NCC2CCCO2)cc1OCC(=O)NC1CCCCC1 (centres undefined),0,-39,-6,-10,106,103,0,-8,103,0,-9
CC(C)(C)SCCNS(=O)(=O)c1ccccc1,18,-24,-6,-1,84,72,-3,6,82,-5,-4

# Whole records from above.
# Cc1cc(Cl)c(S(=O)(=O)NCC2CCCO2)cc1OCC(=O)NC1CCCCC1 (centres undefined) as listed: Mcl1-Noxa inh = 0; Mcl1 Bid PPI = -39; Bim-Bcl-B = -6; Bim-Bfl-1 = -10; RGS7-Gao reg = 106; RGS4-Gao reg = 103; Bcl-W Bim block = 0; Bim-Bcl-XL = -8; RGS8-Gao reg = 103; Mcl-1 Bim block = 0; Bcl-2 Bim block = -9
# Cc1nn(Cc2c(F)cccc2Cl)c(C)c1NC(=O)C1CC1 as listed: Mcl1-Noxa inh = 5; Mcl1 Bid PPI = -49; Bim-Bcl-B = -6; Bim-Bfl-1 = -1; RGS7-Gao reg = 100; RGS4-Gao reg = 102; Bcl-W Bim block = -3; Bim-Bcl-XL = -8; RGS8-Gao reg = 101; Mcl-1 Bim block = -4; Bcl-2 Bim block = -6
# O=C(CC1SCCNC1=O)Nc1ccc(Cl)cc1 (centres undefined) as listed: Mcl1-Noxa inh = 18; Mcl1 Bid PPI = -25; Bim-Bcl-B = -5; Bim-Bfl-1 = -7; RGS7-Gao reg = 99; RGS4-Gao reg = 102; Bcl-W Bim block = -1; Bim-Bcl-XL = 0; RGS8-Gao reg = 108; Mcl-1 Bim block = 0; Bcl-2 Bim block = -7

# Assay outcomes as filed in PubChem BioAssay.
